Assay outcomes from PubChem.
EPAC2 antag = EPAC2 (human) antagonism; EPAC2 GEF exchange of Rap1B-BODIPY-GDP, fluorescence; Potency, µM (series often up to 114 µM), for inactives: at the highest dose activity, negative = inhibition, hits mostly inhibitors; 0.18% of 360,000 active; note: % is set by controls: 0 for no effect and ±100 for the full control effect; nearly all actives have a fitted effect of over 45% in size; many of its hits are not listed in these tables
Target sequence (Q8WZA2 whole entry, looked up): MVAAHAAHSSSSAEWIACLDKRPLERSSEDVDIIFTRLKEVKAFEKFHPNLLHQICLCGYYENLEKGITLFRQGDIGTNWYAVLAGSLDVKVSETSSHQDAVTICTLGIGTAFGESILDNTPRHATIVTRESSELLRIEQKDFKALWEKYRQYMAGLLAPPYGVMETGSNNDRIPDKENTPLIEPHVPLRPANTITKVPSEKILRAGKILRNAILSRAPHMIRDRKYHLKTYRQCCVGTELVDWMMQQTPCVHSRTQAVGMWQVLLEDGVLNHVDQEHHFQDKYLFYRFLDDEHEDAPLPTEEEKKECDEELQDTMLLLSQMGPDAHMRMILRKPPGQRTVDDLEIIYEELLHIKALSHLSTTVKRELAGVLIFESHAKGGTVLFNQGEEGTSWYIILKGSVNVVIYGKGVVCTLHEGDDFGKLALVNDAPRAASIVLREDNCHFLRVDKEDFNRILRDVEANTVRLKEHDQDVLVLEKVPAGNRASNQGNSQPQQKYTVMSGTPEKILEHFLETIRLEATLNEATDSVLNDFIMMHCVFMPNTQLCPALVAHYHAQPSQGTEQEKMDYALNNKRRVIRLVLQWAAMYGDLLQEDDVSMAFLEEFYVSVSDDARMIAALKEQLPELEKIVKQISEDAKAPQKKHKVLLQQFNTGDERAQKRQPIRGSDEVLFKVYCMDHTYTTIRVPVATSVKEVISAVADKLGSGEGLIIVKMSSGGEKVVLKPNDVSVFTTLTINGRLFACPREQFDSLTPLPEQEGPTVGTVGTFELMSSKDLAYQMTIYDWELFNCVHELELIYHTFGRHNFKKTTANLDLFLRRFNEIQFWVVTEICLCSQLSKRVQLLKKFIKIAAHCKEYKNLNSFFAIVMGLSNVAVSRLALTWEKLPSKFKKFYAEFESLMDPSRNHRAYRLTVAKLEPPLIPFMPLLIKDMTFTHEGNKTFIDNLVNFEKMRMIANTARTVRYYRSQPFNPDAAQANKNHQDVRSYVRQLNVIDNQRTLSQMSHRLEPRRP
ATXN viability = viability counter-screen for ATXN expression inhibitors; Potency, µM (doses to about 56.7 µM), usual class: cytotoxic; AID 651635; S2 cells (HEK-293 line with an ATXN2-luciferase reporter) viability, CellTiter-Fluor protease fluorescence, 24 h; 0.49% of 400,000 active; note: nearly all actives have a fitted effect of over 40% in size
MCF10A rereplic = induces DNA re-replication in MCF 10a normal breast cells | Potency, µM (series often up to 46.1 µM), for the others: top-dose activity, positive = re-replication, usual class: activators | 2.9% of 350,000 active | MCF 10A DNA re-replication, Hoechst nuclear intensity, 48 h; note: % of control where 0% means no effect; nearly all actives have a fitted effect of over 50% in size
A549 viability = A549 cytotoxicity, counter-screen for Nrf2 inhibitors | A549 ARE-Fluc cells, CellTiter-Fluor viability, 18-24 h | AID 504648 | Potency, µM (highest dose often 46 µM), inactives show top-dose activity change, negative = cytotoxicity, usual class: inhibitors | 0.16% of 390,000 active; note: % is set by controls: 0 for no effect and ±100 for the full control effect
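A549 ARE_Fluc cells in 5% FBS OPTI-MEM were exposed to compounds in concentration-response for 18-24 h at 37 deg C. Viability was read by CellTiter-Fluor fluorescence (Ex 405/Em 525) after 30 min, before the luciferase read.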
ATXN2 expr inh = inhibitors of ATXN2 expression; 0.72% of 360,000 active; Potency, µM (highest dose often 57 µM), for inactives: top-dose activity change, negative = inhibition, hits mostly inhibitors; HEK-293 ATXN2-luciferase reporter, luminescence, 24 h; note: % is set by controls: 0 for no effect and ±100 for the full control effect; nearly all actives have a fitted effect of over 55% in size
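qHTS (up to 57 uM final) was run with 24 h compound exposure of reporter cells at 37 °C. Each well was multiplexed: SteadyGlo luminescence measured ATXN2-luciferase expression after a fluorogenic Gly-Phe-AFC viability readout (25 uM final).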
HepG2 tox = HepG2 cytotoxicity, counter-screen for TGF-b inhibitors | HepG2 CAGA-GFP viability, ATP luminescence, 18 h | Potency, µM (titrated, usually from 46.1 µM), without a hit: at the top dose activity change, negative = cytotoxicity, actives largely listed as cytotoxic | 0.76% of 410,000 active | AID 588856; note: some results filed as inactive show a strong effect at the top dose
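CellTiter-Glo luminescence gave cytotoxicity after 18 hours at 37 degrees C. The cells were HepG2 CAGA-GFP in 1% FBS DMEM, stimulated with 500 pg/mL TGF-beta after compound addition. %Activity was normalised to no-cell wells (complete cell-killing) and DMSO (no toxicity), and curves were fitted and classified.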
Nrf2 activator = activators of Nrf2 (ARE) signaling; 0.31% of 410,000 active; Potency, µM (titrated, usually from 46.1 µM), without a hit: at the top dose activation, hits mostly activators; AID 624171; AREc32 ARE-luciferase reporter (MCF7-derived line), luminescence, 24 h; note: % of control where 0% means no effect; nearly all actives have a fitted effect of over 65% in size
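Luciferase luminescence (Steady-Glo, 30 min at room temperature) served as the read-out of ARE activation in AREc32 cells treated with compounds for 24 hr at 37 deg C.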
TGFb inhibitor = blocks TGF-b signaling; Potency, µM (titrated, usually from 46.1 µM), without a hit: top-dose activity, negative = inhibition, hits mostly inhibitors; AID 588855; 1.2% of 410,000 active; HepG2 CAGA-GFP TGF-b/SMAD3 reporter, GFP fluorescence, 18 h; TGF-beta stimulated, 500 pg/mL final; note: % is set by controls: 0 for no effect and ±100 for the full control effect; nearly all actives have a fitted effect of over 65% in size
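Read-out: total well GFP (ex488/em500-530) summed from mean per-cell fluorescence. Cells: HEPG2 CAGA-GFP, 1% FBS DMEM, 18 h at 37 degrees C with 500 pg/mL final TGF-beta. Unstimulated wells served as the full-inhibition control; stimulated DMSO wells = 0%.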
Nrf2 inh = Nrf2 pathway inhibition. A549 ARE-Fluc reporter, luciferase luminescence, 18-24 h. Potency, µM (series often up to 46 µM), inactives show top-dose activity change, negative = inhibition, hits mostly inhibitors. 2.1% of 360,000 active. AID 504444; note: % is set by controls: 0 for no effect and ±100 for the full control effect; nearly all actives have a fitted effect of over 60% in size
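In this cell-based qHTS, ARE-driven firefly luciferase in A549 cells reports Nrf2 activity; the luminescent signal after BugLite lysis is the measured value, with a prior CellTiter-Fluor read for cell health.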
* marks the source's active call; other numbers are inactive results; i = inactive; u = inconclusive; x = not tested or not shown; [ ] = another dose, or the depositor's remark. Calls come from the whole dose curve; as a rule, active = well fitted curve in the direction sought with a large enough effect; inconclusive = small, poorly fitted or top-dose-only effect, or another doubt; inactive = no such curve, though single readings can be large; an effect the other way counts as inactive or inconclusive. Potency is the fitted concentration of half-maximal effect. A portion of the library (hit frequency here may not be typical).

#	Structure	TGFb inhibitor	EPAC2 antag	Nrf2 inh	A549 viability	HepG2 tox	ATXN2 expr inh	MCF10A rereplic	ATXN viability	Nrf2 activator
1	CC(Sc1nnc(-c2cccnc2)n1N)C(=O)NCCC1=CCCCC1 (configuration not stated)	-5.2%	-2.2%	-8.2%	0.5%	-15.4%	9.5%	-0.1%	u	-0.2%
2	COc1cc2nc(CN3CCN(S(=O)(=O)c4c(F)cccc4F)CC3)[nH]c(=O)c2cc1OC	-22.9%	-6.0%	-7.2%	-1.1%	-18.9%	-25.6%	11.2%	i	-0.7%
3	Cc1ccccc1NC(=O)CCNS(=O)(=O)c1ccc2c(c1)CCC(=O)N2	-0.3%	0.2%	14.5%	0.4%	6.7%	9.9%	-0.9%	i	-0.1%
4	O=c1[nH]c2ccccc2n1C1CCCCC1	7.2%	-6.8%	-22.2%	-0.7%	0.9%	-0.4%	-5.4%	i	-0.4%
5	CCCSc1nc2c(c(=O)[nH]c(=O)n2C)n1CC(O)COc1ccccc1 (configuration not stated)	-13.0%	2.0%	-25.8%	-7.9%	6.6%	-19.6%	-2.7%	i	0.0%
6	OCCNc1ncnc2c1ncn2[C@H]1CN(Cc2ccc(Cl)cc2)C[C@@H](CO)O1	13.7%	2.5%	x	x	-1.9%	-3.3%	x	i	0.1%
7	Cc1cc(N)nc(=O)n1C1CC(O)C(CO)O1 (configuration not stated)	-7.1%	12.5%	7.3%	-3.5%	-3.3%	8.8%	-3.4%	u	0.1%
8	CS(=O)(=O)c1cccc(C(=O)Nc2nnc(C3=COCCO3)o2)c1	15.3%	-15.5%	0.0%	-3.1%	-8.7%	-0.8%	10.5%	i	-0.1%
9	O=C(C1=C[C@H](c2ccccc2)C[C@H](OCCCCO)O1)N1CCN(Cc2ccccc2)CC1	-10.9%	-2.8%	1.6%	-2.5%	4.4%	7.2%	-0.5%	i	-0.1%
10	O=C(NCCCn1ccnc1)c1cn(Cc2ccc(F)cc2)nn1	2.4%	20.2%	-4.7%	8.9%	-2.6%	-4.0%	26.0%	i	0.2%
11	O=C(CN(C(=O)CNC(=O)c1ccco1)c1ccc(F)cc1)NC1CCCCC1	5.5%	-7.2%	-12.5%	-2.6%	-7.2%	-6.1%	-8.9%	i	-0.4%
12	CC1=Nc2ccccc2N=C(NC(=O)CSc2nnnn2-c2ccccc2)C1c1ccccc1 (configuration not stated)	u	-10.8%	x	-2.4%	-1.0%	-7.0%	8.4%	i	0.7%
13	Cc1ccc(S(=O)(=O)N2CCCN(C(=O)c3ccc(-n4nccc4C)cc3)CC2)cc1	-13.5%	-6.3%	-1.7%	0.3%	-9.5%	-4.5%	-38.4%[inhibitor]	i	-0.7%
14	COc1ccc(NC(=O)CCCn2c(=O)c3cccn3c3cccnc32)cc1Cl	-0.9%	x	-11.7%	-1.4%	-2.5%	x	x	x	0.4%
15	Cc1nc2ccc(NC(=O)c3nn(CC(C)C)c(=O)c4ccccc34)cc2s1	-10.9%	-1.9%	u	-1.8%	-4.3%	-4.2%	u	u	4.5%
16	COc1ccc(N(C)C(=O)c2ccc(NC(=O)CCS(=O)(=O)c3cccs3)cc2)cc1	11.2%	1.1%	2.3%	-1.2%	-1.1%	22.2%	-4.7%	i	0.4%
17	CCOCCn1ccc2c(OCC(=O)Nc3ccccc3F)cccc2c1=O	-1.6%	-16.7%	-5.3%	0.3%	-15.4%	4.7%	0.7%	i	-0.4%
18	COCC#Cc1ccc2c(c1)O[C@@H](CN(C)C(=O)Nc1ccc(OC)cc1)[C@H](C)CN([C@H](C)CO)S2(=O)=O	16.1%	-1.4%	x	x	2.5%	11.6%	x	i	0.0%
19	CN(CC(=O)Nc1cccc(F)c1)CC(=O)Nc1cccc(S(N)(=O)=O)c1	-2.4%	7.8%	-4.2%	-0.6%	6.6%	8.7%	1.4%	i	-0.7%
20	CC(C)(C)NC(=O)C(c1ccco1)N(Cc1ccc(F)cc1)C(=O)c1snc(C(N)=O)c1N (configuration not stated)	-24.7%	-2.4%	-2.8%	-0.7%	-16.7%	-11.0%	2.2%	i	0.1%
21	CCN(C(=O)c1cn(C)c(=O)c2ccccc12)c1cccc(C)c1	10.0%	x	-15.9%[9.27 µM]	12.9%	-24.8%	5.9%	x	i	6.3%
22	C=CCOc1c(Br)cc(/C=N/Nc2ccc(C(=O)O)cc2)cc1OCC	u	3.4%	u	9.4%	-20.8%	52.2%[activator]	u	i	0.3%
23	Cc1cc(/C=C2\Cc3ccccc3C2=O)c(C)n1-c1ccccc1	-23.7%	-2.1%	u	8.9%	-15.1%	-43.4%	20.6µM*	x	7.1%
24	CCOc1ccccc1NC(=O)CCc1c(C)nc2c3cccnc3nn2c1C	-5.5%	x	-10.6%	-6.8%	-18.2%	x	x	x	0.4%
25	Cc1ccc(OCC(=O)Nc2c[nH]c(=O)[nH]c2=O)cc1C	11.6%	-10.9%	1.5%	10.2%	-1.5%	7.8%	1.3%	i	0.3%

The list continues:
#	Structure	TGFb inhibitor	EPAC2 antag	Nrf2 inh	A549 viability	HepG2 tox	ATXN2 expr inh	MCF10A rereplic	ATXN viability	Nrf2 activator
26	COc1cc(Cl)c(C)cc1NC(=O)c1ccccc1NC(=O)CN1CCOCC1	8.7%	-16.1%	6.1%	-0.6%	-19.6%	-28.4%	2.2%	i	-0.6%
27	CC(C)[C@@H](CO)NC(=O)[C@H]1O[C@@H](n2cnc3c(N)ncnc32)[C@H](O)[C@@H]1O	-25.6%	3.1%	x	x	-41.6%	-9.9%	x	i	0.4%
28	CCC(=O)Nc1ccc(C(=O)c2ccccc2)cc1	-10.1%	5.9%[57.1 µM]	2.0%	-1.1%	5.7%	31.6%[activator]	-4.2%	i	3.7%
29	Nc1ccc2c(c1)COC2=O	4.5%	5.2%	8.1%	-12.6%	-2.4%	22.3%	-1.0%	i	-0.6%
30	Cc1cccc(C)c1NC(=O)NN(C(=O)c1ccccc1)C(C)(C)C	-4.7%	6.5%	1.3%	-9.5%	8.8%	0.9%	7.3%	i	0.2%
31	CC1=CC(=C2C(=O)c3ccccc3C2=O)C=C(C)N1Cc1ccco1	u	-0.1%	14.0%	-12.6%	-25.0%	16.7%	9.4%	i	5.6%
32	CCCCOc1ccc(C(=O)N(Cc2ccco2)Cc2ccco2)cc1	u	x	-15.6%	4.3%	-35.5%	x	x	x	15.0%
33	C=CCNC(=O)/C(C#N)=C/c1cn(-c2ccccc2)nc1-c1cccs1	-19.0%	-5.4%	-8.1%	-9.7%	-7.2%	-12.3%	6.0%	i	2.5%
34	Clc1ccc(C2=CC(c3ccco3)n3ncnc3N2)cc1 (configuration not stated)	25.6%	25.7%	16.4%	u	-11.8%	-1.0%	u	x	u
35	CSCCC(NC(=O)c1ccccc1Br)C(=O)NNC(=O)c1csc(N2CCOCC2)n1 (configuration not stated)	-10.9%	3.4%	-1.9%	2.3%	-2.7%	3.1%	3.0%	i	0.0%
36	CN(C)S(=O)(=O)c1ccc(Cl)c(C(=O)NNC(=O)c2ccc3c(c2)OCO3)c1	-1.0%	-9.8%	3.7%	-1.8%	-3.6%	x	-0.4%	i	-0.3%
37	Cc1nn(-c2ccccc2Cl)c(Cl)c1/C=N/Nc1nc2ccccc2s1	-0.5%	9.3%	u	0.0%	9.9%	u	5.1%	i	-0.2%
38	O=C(COc1ccccc1)NCC(c1ccco1)N1CCN(c2ccccc2F)CC1 (configuration not stated)	0.0%	-10.9%	6.6%	-6.4%	-15.8%	-11.9%	81.9%	i	-0.6%
39	Cn1c(SCc2ccccc2F)nc2ccccc2c1=O	14.5%	-2.1%	u	5.5%	-0.8%	-19.9%	4.7%	x	-0.1%
40	O=C(Nc1ccc(S(=O)(=O)N2CCOCC2)cc1)c1ccc(S(=O)(=O)N2CCOCC2)cc1	15.7%	9.0%	u	7.5%	-35.3%	2.5%	-0.7%	i	0.1%
41	O=C(NCc1ccccc1)C(c1cccnc1)N(C(=O)c1ccccn1)c1ccccc1F (configuration not stated)	-1.9%	-1.1%	13.2%	2.4%	-2.3%	-0.9%	-9.0%	i	-0.7%
42	CCc1c(C(=O)N2CCOCC2)csc1C	-16.2%	18.5%	0.3%	0.1%[1.84 µM]	5.4%	1.9%	1.1%	i	-0.7%
43	COc1ccc(Nc2nc3ccccc3n2C)cc1	-4.4%	3.4%	u	1.2%	-1.1%	54.0%[activator]	0.8%	i	10.9%
44	CCCOc1ccc(-c2nc(C#N)c(N3CCC(C(N)=O)CC3)o2)cc1	26.2%	4.9%	-12.7%	3.3%	-53.9%	3.9%	u	i	-0.5%

Entries of single compounds as entered above.
Cc1cc(/C=C2\Cc3ccccc3C2=O)c(C)n1-c1ccccc1 reads TGFb inhibitor: -23.7%; EPAC2 antag: -2.1%; Nrf2 inh: u; A549 viability: 8.9%; HepG2 tox: -15.1%; ATXN2 expr inh: -43.4%; MCF10A rereplic: 20.6µM*; ATXN viability: x; Nrf2 activator: 7.1%
CC(C)[C@@H](CO)NC(=O)[C@H]1O[C@@H](n2cnc3c(N)ncnc32)[C@H](O)[C@@H]1O reads TGFb inhibitor: -25.6%; EPAC2 antag: 3.1%; Nrf2 inh: x; A549 viability: x; HepG2 tox: -41.6%; ATXN2 expr inh: -9.9%; MCF10A rereplic: x; ATXN viability: i; Nrf2 activator: 0.4%

Limited to ATXN2 expr inh and EPAC2 antag (three entries from above):
entry	Structure	ATXN2 expr inh	EPAC2 antag
40	O=C(Nc1ccc(S(=O)(=O)N2CCOCC2)cc1)c1ccc(S(=O)(=O)N2CCOCC2)cc1	2.5%	9.0%
41	O=C(NCc1ccccc1)C(c1cccnc1)N(C(=O)c1ccccn1)c1ccccc1F (configuration not stated)	-0.9%	-1.1%
42	CCc1c(C(=O)N2CCOCC2)csc1C	1.9%	18.5%
